SUMO1-SIM PPI – SUMO1-SIM interaction modulation; inhibition, % at 20 µM; 360,000 compounds, 0.33% hits; P63165; SUMO1 binding to a labelled peptide, TR-FRET, 1 h; in the data active = inhibition above about 37%
Target sequence (P63165 whole entry, looked up): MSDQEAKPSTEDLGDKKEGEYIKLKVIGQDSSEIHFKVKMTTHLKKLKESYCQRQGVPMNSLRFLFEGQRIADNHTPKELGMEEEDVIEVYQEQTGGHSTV
DNMT1 inh – inhibitors of human DNMT1; P26358; DNMT1 molecular beacon, Hinp1I cleavage, fluorescence; inhibition (reported as % activation of signal), % at 10 µM; 360,000 compounds, 0.83% hits; AID 588458; in the data active = inhibition above about 50%
NRP1-CendR mod – alters CendR peptide binding to human NRP-1; O14786; FAM-RPARPAR peptide binding to NRP-1, fluorescence polarization; inhibition, % at 25 µM; 360,000 compounds, 0.85% hits; AID 602438;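 active = inhibition or corrected inhibition above about 18%, plus a signal ratio from 0.5 to 1.5, limit read from the data, passing the limit was not always enough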; note: strong numbers were not always called active
Rpn11 inh – inhibitors of human proteasome Rpn11; calls only at 20 µM; AID 588493; human 26S proteasome, Ub4-pepOG fluorescence polarization; 20S core pre-blocked with epoxomicin; O00487; 360,000 compounds, 0.59% hits;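 active = inhibition at 20 µM, scaled to each plate's controls, above about 33%, limit read from the data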
Target sequence (O00487 whole entry, looked up): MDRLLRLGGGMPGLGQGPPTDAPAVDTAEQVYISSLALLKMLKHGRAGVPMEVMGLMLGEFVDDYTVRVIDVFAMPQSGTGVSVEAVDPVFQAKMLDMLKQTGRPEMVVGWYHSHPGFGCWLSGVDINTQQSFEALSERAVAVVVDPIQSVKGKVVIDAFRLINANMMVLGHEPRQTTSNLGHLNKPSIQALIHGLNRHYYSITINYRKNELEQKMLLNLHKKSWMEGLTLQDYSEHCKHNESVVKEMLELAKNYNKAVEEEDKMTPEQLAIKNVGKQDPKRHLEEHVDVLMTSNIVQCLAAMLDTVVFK
NadD inh – blocks S. aureus nicotinate mononucleotide adenylyltransferase; purified NadD enzyme, colorimetric absorbance read-out; 360,000 compounds, 0.78% hits; AID 602399; inhibition, % at 20 µM; in the data active = inhibition above about 26%; note: some compounds past the cut are filed as inactive
STEP inh – inhibitors of human striatal-enriched phosphatase STEP | P54829 | recombinant STEP, OMFP fluorogenic substrate, fluorescence | inhibition, % at 20 µM | 360,000 compounds, 0.25% hits | AID 588621;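 active = inhibition at 20 µM, scaled per plate between control wells, above about 37%, limit read from the data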;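 note: 0% = DMSO with enzyme and substrate and 100% = substrate only without enzyme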
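System: STEP (striatal-enriched tyrosine phosphatase) enzyme, cell-free; medium: Bis-Tris pH 6.0 buffer with DTT, detergent; dosing: 20 µM, 1% DMSO; times: reaction 20 min, ambient temperature; detection: fluorescence, 480/540 nm; read-out basis: normalized % inhibition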
MT1-MMP act inh – MT1-MMP (human) activation inhibition. 360,000 compounds, 0.061% hits. P50281. HT1080 RFP-PRO-GFP cells, GFP/RFP ratio fluorescence, overnight; percent of plate control window, DMSO zero. AID 651647. GFP/RFP ratio change, % at 20 µM;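 active = GFP/RFP ratio change of at least 30% with cell ATP level not reduced by more than half and red fluorescence within 50% of control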; note: strong numbers were not always called active
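Assay system: HT1080 RFP-PRO-GFP cells. Benchmarks: DMSO vehicle wells and RFP-L50D-GFP reporter cell wells. Times: overnight cell settling, then overnight compound exposure, 37 °C, 5% CO2. Compound: 20 µM single dose, 1% DMSO. Read-out basis: GFP/RFP fluorescence ratio.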
Scp1 inh – blocks human Scp-1 phosphatase activity; Q9GZU7; Recombinant Scp1, phosphopeptide, malachite green phosphate absorbance; inhibition, % at 20 µM; 340,000 compounds, 0.88% hits;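 active = inhibition above about 50% at 20 µM, limit read from the data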;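 note: plate controls were DMSO wells with enzyme for no effect and wells lacking enzyme for full effect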
Target sequence (Q9GZU7 76-261 limits assumed): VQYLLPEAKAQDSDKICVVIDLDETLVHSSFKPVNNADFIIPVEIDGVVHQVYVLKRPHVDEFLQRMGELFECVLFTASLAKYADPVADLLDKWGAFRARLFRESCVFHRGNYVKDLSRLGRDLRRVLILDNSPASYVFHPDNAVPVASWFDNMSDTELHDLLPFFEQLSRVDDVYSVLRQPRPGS
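Test system: SCP-1 phosphatase catalytic domain, residues 76-261 | Compound dosing: One concentration, 20 µM, with 1.0% DMSO | Schedule: 45 min room-temperature reaction, 5 min colour, 30 min stabiliser | Detection: Absorbance at 630 nm | Read-out basis: % inhibition of SCP-1 phosphate liberation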
LMPTP inh – blocks human LMPTP phosphatase | 360,000 compounds, 0.22% hits | recombinant LMPTP-A, OMFP fluorogenic substrate, fluorescence intensity | AID 651560 | inhibition, % at 20 µM;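 active = compounds that cut the enzyme signal by at least half of the control window in the single-dose screen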;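 note: plate controls were DMSO wells with enzyme plus substrate for no effect and substrate without enzyme for full effect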
Target sequence (P24666 whole entry, looked up): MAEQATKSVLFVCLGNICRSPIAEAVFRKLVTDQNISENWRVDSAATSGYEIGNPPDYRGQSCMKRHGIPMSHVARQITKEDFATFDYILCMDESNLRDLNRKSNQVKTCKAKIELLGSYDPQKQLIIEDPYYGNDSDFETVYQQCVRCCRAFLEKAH
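Material: LMPTP-A; amount: 0.625 nM enzyme; doses: single 20 µM dose; times: reaction 50 min, room temperature, dark; technique: fluorescence intensity of OMFP turnover product; benchmarks: no-enzyme and uninhibited controls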
SKN-1 block – blocks SKN-1 activity in C. elegans | C. elegans VP596 Pgst-4::GFP/RFP ratio, acrylamide-induced, 24 h | inhibition, % at 21.8 µM | 360,000 compounds, 0.49% hits | AID 624304;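 active = interference check ratio from 0.5 to 1.5 plus GFP to RFP signal ratio inhibition reaching or exceeding a fixed threshold, cut at about 30% in these data, passing the limit was not always enough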; note: some compounds called inactive have numbers as strong as hits
Numbers without * were called inactive; i = inactive; · = no result given.

1: O=c1c2ccccc2nc2n1CC/C2=C/N1CCN(c2cccc(C(F)(F)F)c2)CC1
2: O=C(NNC(=O)c1ccc([N+](=O)[O-])cc1)c1ccc(Br)cc1
3: CCc1nnc(NC(=O)COc2ccc3c(c2)OCO3)s1
4: C[C@@H]1CN([C@H](C)CO)C(=O)CCCn2cc(nn2)CO[C@H]1CN(C)C(=O)C1CCCCC1
5: O=C(Nc1ccc(F)cc1)C1C2CCC3C(CCC21)C3(Cl)Cl (stereo not drawn)
6: Cc1ccc(CNC(=O)CS(=O)(=O)Cc2nc(-c3ccccc3F)oc2C)cc1
7: Cc1ccc(-c2nc3cnccn3c2Nc2ccc3c(c2)OCO3)o1
8: CC(=O)N1N=C(c2ccc(Cl)cc2)CC1c1ccco1 (stereo not drawn)
entry no.	1	2	3	4	5	6	7	8
SUMO1-SIM PPI	9	-11	4	4	1	1	-11	-6
DNMT1 inh	-2	1	-2	10	2	-1	-3	4
NRP1-CendR mod	-9	7	-14	1	5	2	5	0
Rpn11 inh	i	i	i	i	i	i	i	i
NadD inh	-1	-3	-6	-3	-4	2	1	-2
STEP inh	-1	-1	0	-1	-1	2	1	3
MT1-MMP act inh	-10	1	2	0	3	-7	4	-4
Scp1 inh	-4	0	-4	·	-4	-9	-7	1
LMPTP inh	0.2	2.1	0.1	-1.4	1.5	-0.3	0.1	0.0
SKN-1 block	20	-4	0	0	15	17	11	11

9: Cc1ccc(C(C)C)c(OCC(O)CN2CCOCC2)c1 (stereo not drawn)
10: COc1ccccc1-n1nnnc1SCC(=O)Nc1ccc(C)c(N)c1
11: Cc1ccc(S(=O)(=O)Oc2ccc(/C=C3/N=C(c4ccccc4)OC3=O)cc2)cc1
12: C#CCOCCOCCOCCNc1nc(N2CCOCC2)nc(N2CCN(C(=O)CCCCCCCCCCNC(=O)[C@@H]([C@H](C)O)n3cc(C)nn3)CC2)n1
13: COc1ccc(C2C(=O)N(C3CCCCC3)CC(=O)N2Cc2ccco2)cc1 (stereo not drawn)
14: Cc1nn2c(N3CCN(C)CC3)cc(C(C)(C)C)nc2c1-c1ccccc1
15: CCOC(=O)C1(CC2CC2)CCN(S(=O)(=O)/C=C/c2ccccc2)CC1
16: O=C(COC(=O)/C=C/c1cccs1)Nc1nc(-c2cccc(Br)c2)cs1
entry no.	9	10	11	12	13	14	15	16
SUMO1-SIM PPI	-4	0	5	8	-5	3	-5	-3
DNMT1 inh	-4	-2	10	-1	-3	-2	2	-13
NRP1-CendR mod	8	-12	-6	4	6	6	7	-6
Rpn11 inh	i	i	i	i	i	i	i	i
NadD inh	3	-8	19	-6	-4	-7	-5	5
STEP inh	-1	-1	0	0	2	4	-1	-1
MT1-MMP act inh	3	0	6	-6	-1	-6	-6	6
Scp1 inh	-8	-5	-22	6	-10	-11	-4	-14
LMPTP inh	-2.0	0.6	-0.6	-1.1	1.5	-1.1	2.7	2.4
SKN-1 block	8	6	9	-13	22	12	-3	-11

Entries of single compounds, quoted from the list. Order of screens: SUMO1-SIM PPI, DNMT1 inh, NRP1-CendR mod, Rpn11 inh, NadD inh, STEP inh, MT1-MMP act inh, Scp1 inh, LMPTP inh, SKN-1 block
Record of Cc1ccc(C(C)C)c(OCC(O)CN2CCOCC2)c1 (stereo not drawn) → -4, -4, 8, i, 3, -1, 3, -8, -2.0, 8
Record of O=C(COC(=O)/C=C/c1cccs1)Nc1nc(-c2cccc(Br)c2)cs1 → -3, -13, -6, i, 5, -1, 6, -14, 2.4, -11

Next entries follow.
17: CC(=O)NCCCNS(=O)(=O)c1ccc(C)cc1
18: Cc1cc(C(=O)N/N=C/C=C/c2ccc3c(c2)OCO3)n[nH]1
19: COc1c(O)cccc1-c1nnn(CCC(=O)OCC(=O)c2ccccc2)n1
20: O=C(COC(=O)/C=C/c1ccccc1F)Nc1nnc(-c2ccccc2)o1
21: O=C(CSc1nnc(-c2ccccc2F)n1C1CCCCC1)N1CCCC1
22: CN(C)/C=C(\C#N)C(N)=C(C#N)C#N
23: COc1ccc2cc(/C(C)=N/NC(=O)c3cc(C)oc3C)ccc2c1
24: NC(Cc1ccc(F)cc1)c1csc(Nc2ccc(C(=O)NCCCO)cn2)n1 (stereo not drawn)
entry no.	17	18	19	20	21	22	23	24
SUMO1-SIM PPI	0	-13	-3	-5	0	23	2	1
DNMT1 inh	-1	-2	-1	1	3	1	7	-17
NRP1-CendR mod	5	27*	-6	-21	5	-8	8	2
Rpn11 inh	i	i	i	i	i	i	i	i
NadD inh	-4	1	1	5	0	2	-4	-2
STEP inh	0	-6	-1	1	2	-2	-2	2
MT1-MMP act inh	3	3	5	0	-2	-16	2	2
Scp1 inh	-9	-7	-8	-9	-1	9	·	·
LMPTP inh	-0.6	-1.5	1.7	0.4	-0.5	1.0	-1.3	1.5
SKN-1 block	-4	6	8	4	-8	0	23	17

25: O=C(CCCOc1ccccc1)Nc1cccc(C(=O)O)c1
26: CCCCCCCN(c1ccccc1)[C@@H]1C[C@H]2CCCC(=O)N3CC[C@@H](C1)[C@@H]23
27: CC(=O)c1cccc(S(=O)(=O)N2CCC(C(=O)N(C)Cc3ccc(Cl)s3)CC2)c1
28: CCCCC(=O)Nc1cccc(NC(=O)c2ccc(Br)cc2)c1
29: COc1ccc2c(=O)c3c(=O)n(Cc4ccco4)c(-c4ccccc4)nc3oc2c1
30: Cc1c(NC(=O)C(C)OC(=O)COc2cccc3c2OC(C)(C)C3)c(=O)n(-c2ccccc2)n1C (stereo not drawn)
31: CC(C)(C)C1CCC(=O)N(CCOc2ccccc2)CC1 (stereo not drawn)
32: O=C(COC(=O)/C=C/c1cccs1)Nc1ccc(F)cc1
entry no.	25	26	27	28	29	30	31	32
SUMO1-SIM PPI	1	22	-3	0	10	2	-4	-24
DNMT1 inh	0	-8	-4	7	7	2	2	1
NRP1-CendR mod	-12	6	-4	2	-12	7	-2	-2
Rpn11 inh	i	i	i	i	i	i	i	i
NadD inh	-2	12	1	-9	19	3	-4	-8
STEP inh	-11	5	1	-3	3	0	3	-2
MT1-MMP act inh	2	0	-4	-6	-3	2	-2	4
Scp1 inh	3	-8	0	-3	-7	0	-2	-2
LMPTP inh	0.0	7.9	-0.1	-2.4	0.5	-0.7	-0.7	0.3
SKN-1 block	-15	1	20	16	8	-6	0	16

33: Cc1onc(-c2ccccc2Cl)c1C(=O)NCC(=O)O
34: CCc1ccc(-c2cc(C(=O)NN3CCOCC3)c3ccccc3n2)s1
35: O=S(=O)(c1cccc(Br)c1)N1CCN(c2ncnc3scc(-c4ccccc4)c23)CC1
36: CNCC(=O)Nc1ccc(OC(F)(F)F)cc1
37: Cc1nn(Cc2ccccc2)c(C)c1NC(=O)CCCn1nc([N+](=O)[O-])cc1C
38: COc1ccc(C(C(=O)NC2CCCC2)N(Cc2cccnc2)C(=O)c2snc(C(N)=O)c2N)cc1OC (stereo not drawn)
39: COc1ccccc1C(=O)Nc1ccc(C(=O)N2CCCC2)cc1
40: Cc1cc([N+](=O)[O-])ccc1NC(=O)/C=C/c1cccs1
entry no.	33	34	35	36	37	38	39	40
SUMO1-SIM PPI	0	-15	8	6	-4	-9	3	-17
DNMT1 inh	0	0	0	1	-6	4	2	-8
NRP1-CendR mod	4	-22	-6	-11	-18	4	0	6
Rpn11 inh	i	i	i	i	i	i	i	i
NadD inh	8	-4	12	-6	1	-1	2	-3
STEP inh	-1	2	1	-3	3	-2	1	-6
MT1-MMP act inh	1	-5	-5	7	4	3	13	8
Scp1 inh	2	-5	-3	-5	-13	-10	-3	-12
LMPTP inh	-1.7	-0.8	2.3	-2.0	-0.1	-2.1	-0.9	-0.8
SKN-1 block	6	5	24	-7	-7	-3	6	3

41: Cn1c(CCN2CCN(c3ccccn3)CC2)nc2cc(NC(=O)COc3ccc([N+](=O)[O-])cc3)ccc21
42: CC(=O)c1cnn(-c2ccc(Cl)cc2)c1C
43: COC(=O)c1c(C(=O)OC)c2cc(C(=O)c3ccccc3)ccn2c1Cl
44: O=C(COC(=O)c1ccc2ncsc2c1)Nc1ccccc1Br
45: CCN(CC)S(=O)(=O)c1ccc(C(=O)NCC(=O)NCCCc2ccccc2)cc1
46: COc1ccccc1N1CCN(C(=O)Cn2c(=O)oc3cc(S(=O)(=O)N4CCCC4)ccc32)CC1
47: CCOC(=O)N1CCN(S(=O)(=O)c2ccc3c(c2)oc(=O)n3C)CC1
48: CC(C)(C)[C@H]1COC(=O)[C@H](NC(=O)OCC2c3ccccc3-c3ccccc32)C/C=C\C[C@@H](CC(=O)N(CCO)Cc2ccccc2)C(=O)N1
entry no.	41	42	43	44	45	46	47	48
SUMO1-SIM PPI	29	3	-18	3	1	0	2	-3
DNMT1 inh	1	7	-5	-21	-1	2	1	-16
NRP1-CendR mod	13	1	-6	-1	9	2	2	4
Rpn11 inh	i	i	i	i	i	i	i	i
NadD inh	7	-3	-7	5	0	0	-2	28
STEP inh	0	0	0	-2	1	-3	2	2
MT1-MMP act inh	2	1	21	3	1	-5	7	2
Scp1 inh	-9	-13	-7	-2	-5	-7	-10	-2
LMPTP inh	71*	2.6	2.0	0.0	-0.8	0.4	0.5	0.5
SKN-1 block	11	8	5	-6	8	7	-6	5

Copied from the list:
COC(=O)c1c(C(=O)OC)c2cc(C(=O)c3ccccc3)ccn2c1Cl | SUMO1-SIM PPI = -18
CC(=O)c1cnn(-c2ccc(Cl)cc2)c1C | SKN-1 block = 8
COc1ccccc1N1CCN(C(=O)Cn2c(=O)oc3cc(S(=O)(=O)N4CCCC4)ccc32)CC1 | Scp1 inh = -7
CCOC(=O)N1CCN(S(=O)(=O)c2ccc3c(c2)oc(=O)n3C)CC1 | NadD inh = -2
O=C(COC(=O)c1ccc2ncsc2c1)Nc1ccccc1Br | SUMO1-SIM PPI = 3
CC(C)(C)[C@H]1COC(=O)[C@H](NC(=O)OCC2c3ccccc3-c3ccccc32)C/C=C\C[C@@H](CC(=O)N(CCO)Cc2ccccc2)C(=O)N1 | Scp1 inh = -2
Cn1c(CCN2CCN(c3ccccn3)CC2)nc2cc(NC(=O)COc3ccc([N+](=O)[O-])cc3)ccc21 | LMPTP inh = 71*

(cont.)
49: CCc1ccccc1NC(=O)C(C#N)Cc1cccnc1 (stereo not drawn)
50: CCOC(=O)NC(Nc1ccc(C)cn1)(C(F)(F)F)C(F)(F)F
51: Cc1ccc(S(=O)(=O)N2[C@@H](c3ccc(C#N)cc3)C(C(=O)O)=C[C@H]2C(C)(C)C)cc1
52: C#CCN1Cc2ccccc2Oc2cc(Br)ccc2S1(=O)=O
entry no.	49	50	51	52
SUMO1-SIM PPI	-1	2	0	2
DNMT1 inh	3	2	3	-1
NRP1-CendR mod	-2	-8	-7	2
Rpn11 inh	i	i	i	i
NadD inh	10	-2	-3	3
STEP inh	-3	-3	-1	2
MT1-MMP act inh	-4	2	3	-1
Scp1 inh	-5	15	4	-7
LMPTP inh	-1.3	-0.6	-1.0	3.1
SKN-1 block	-11	11	-10	17
